H1N1 NS1A inhibition: H1N1 influenza NS1A inhibitors, functional cell based assay (AID 504329); NS1A functional cell-based assay, percent inhibition; higher % means a stronger effect; inhibition, % at 12.5 µM, or IC50 in µM where a hit was titrated; 340,000 compounds, 0.3% hits; in the data active = a potency from the dose series; inconclusive = inhibition above about 27% without an active follow-up result; note: strong numbers were not always called active
tuberculosis growth: growth inhibition of non-replicating M. tuberculosis (AID 488890); Mycobacterium tuberculosis non-replicating, growth inhibition; higher % means a stronger effect; inhibition, % at 25 µM; hits with a dose series show IC50 in µM; 320,000 compounds, 0.39% hits; in the data active = a potency from the dose series; inconclusive = inhibition mostly from about 82% at the one dose, without a potency; inactive = the rest, 99 in 100 with inhibition below about 76%;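 note: plate controls were DMSO cells for no effect and high antibiotic wells for full effect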
inhibitors of VEEV: inhibitors of VEEV TC-83 cytopathic effect, confirmation, Vero cells (AID 588727) | Vero cells, VEEV TC-83 cytopathic effect inhibition; higher % means a stronger effect | inhibition, % at 20 µM; hits with a dose series show IC50 in µM | 350,000 compounds, 0.13% hits; in the data active = a potency from the dose series; inconclusive = inhibition mostly from about 14% at the one dose, without a potency; inactive = the rest, 99 in 100 with inhibition below about 12%; note: strong numbers were not always called active
Salmonella PhoP GFP: PhoP regulon inhibitors, Salmonella typhi PhoP promoter GFP reporter, confirmatory (AID 1850) | Salmonella Typhi PhoP-promoter GFP reporter, fluorescence, 4 h; higher % means a stronger effect | one-dose inhibition, % at 50 µM; IC50 in µM for titrated hits | 310,000 compounds, 0.33% hits; in the data active = a potency from the dose series; inconclusive = inhibition mostly from about 25% at the one dose, without a potency; inactive = the rest, 99 in 100 with inhibition below about 19%;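 note: 0% = induced wells with vehicle and 100% = uninduced wells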
H37Rv inhibition: M. tuberculosis growth inhibition, HTS (AID 449762). M. tuberculosis H37Rv growth inhibition, 7H9 media; higher % means a stronger effect. 330,000 compounds, 0.59% hits. inhibition, % at 25 µM, or IC50 in µM where a hit was titrated; in the data active = a potency from the dose series; inconclusive = inhibition above about 70% without an active follow-up result;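 note: bacterial growth assessed after seven days of incubation; strong numbers were not always called active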
inhibitors of VEEV 10K pilot screen: second read-out of inhibitors of VEEV, no call of its own (marks repeat the call); inhibition, %; measured here: 10K pilot screen inhibition
* = called active by the depositor; i = inactive; ? = inconclusive; · = not tested or not shown; & = joins results of further samples.

SMILES	H1N1 NS1A inhibition	tuberculosis growth	inhibitors of VEEV	Salmonella PhoP GFP	H37Rv inhibition	others
CC(=O)Nc1sc(N/N=C/c2ccc(O)cc2)nc1-c1ccc(C)cc1	16%	?	0.6%	17%	?
Cc1cc(C)c2c(n1)sc1c(=O)n(Cc3ccc(F)cc3)cnc12	-1%	5%	2.5%	-1%	-1%
CCSc1nc(O)c(Cc2ccccc2)c(=O)[nH]1	-3%	-1%	2.1%	6%	0%
S=C(NCc1ccccc1)NNc1nc2ccccc2[nH]1	-5%	?	8.8%	3%	?
CC(=O)Nc1cc([As](=O)(O)O)ccc1O	-4%	0%	2.4%	0%&3%	-6%
Cc1ccc(C)c(N2CCN(C(=O)c3ccc(N4CCOCC4)c([N+](=O)[O-])c3)CC2)c1	21%	16%	7.7%	4%	9%
Cc1nn(CC(=O)NC2(C#N)CCCCC2)c(C)c1[N+](=O)[O-]	-13%	-14%	1.2%	·	-1%
COc1ccc(S(=O)(=O)Nc2c(C(=O)O)[nH]c3ccccc23)c(OC)c1	-3%	-7%	i	11%	-2%
CCCCN(C(=S)Nc1ccc(F)cc1)c1c(N)n(CCC)c(=O)[nH]c1=O	8%	0%	0.1%	7%	-8%
CC(OC(=O)c1nc(Cl)ccc1Cl)C(=O)Nc1ccc2c(c1)OCCO2 (stereo unspecified)	-4%	8%	3.9%	1%	23%
Cc1ccc(C(=O)Nc2ccc(C(=O)O)cc2NC(=O)c2ccc(C)cc2)cc1	0%	11%	0.6%	4%	19%
CCCCN(C(=O)c1ccc(C)c(S(=O)(=O)N2CCOCC2)c1)c1c(N)n(CCCC)c(=O)[nH]c1=O	-3%	1%	0.5%	7%	-5%
CC(NC(=O)CN(C)S(=O)(=O)c1ccc(F)cc1)C1CC2CCC1C2 (stereo unspecified)	-7%	8%	1.6%	·	2%
CN(C)C(CNc1ccc(S(C)(=O)=O)cc1[N+](=O)[O-])c1ccccc1 (stereo unspecified)	12%	-1%	2.9%	6%	4%
COc1ccc(CC(=O)Nc2sc(Cc3ccccc3)c(C)c2C(N)=O)cc1	1%	·	0.9%	-1%	·
Cc1ccc(S(=O)(=O)N2CCCCC2)cc1NC(=O)COC(=O)C1CC2C=CC1C2 (stereo unspecified)	1%	2%	2.1%	-7%	-2%
O=C(Nc1ccccc1)Nc1csc2ccccc12	·	38%	1.0%	4%	2%
CCN(CC)c1ccc(NC(=O)COC(=O)/C=C/c2nc3ccccc3s2)cc1	5%	?	i	-3%	53%
CN(C)C=C1C(=O)c2ccccc2C1=O	-3%	6%	0.8%	-11%	1%
O=C(O)c1ccc2c(c1)N(Cc1ccccc1F)C(=O)c1ccccc1S2=O (stereo unspecified)	-7%	7%	i	-8%	-1%
CCN1C(=O)/C(=C2/C(=O)N3c4c(cc(OC(C)=O)cc42)C(C)=CC3(C)C)SC1=S	11%	-10%	1.4%	-1%	-3%
Cc1cc(C)nc(NS(=O)(=O)c2ccc(N/C=C/C(=O)c3ccc(Cl)cc3)cc2)n1	3%	10%	2.3%	-4%	-5%
CCCN(CC(=O)Nc1ccccc1OC)C(=O)c1ccc2ncsc2c1	12%	-13%	8.4%	·	-8%
Cc1ccccc1N1C(=O)C2CCCN2C1=S (stereo unspecified)	-19%	26%	0.8%	·	-8%
COc1ccc(C(=O)NNC(=O)CN2CCN(c3nc(-c4ccccc4)cs3)CC2)cc1	3%	-22%	1.2%	5%	-7%
CCOC(=O)C1=C(C)NC(=O)NC1c1ccccc1 (stereo unspecified)	-1%	-8%	0.5%	-1%	-3%
CCN(CC)S(=O)(=O)c1cc(NC(=O)C(C)N2CC=C(c3ccccc3)CC2)ccc1C (stereo unspecified)	-9%	36%	0.8%	9%	4%
Cc1cc(Br)cc(Cl)c1OC(=O)c1cnccn1	5%	2%	0.4%	2%	6%
CCOC(=O)c1cnc2ccc(OCC)cc2c1N1CCN(c2ccccc2)CC1	12%	32%	7.7%	0%	27µM*
O=C(CN1CCCC1)Nc1ccccc1Sc1ccc(Cl)cc1	11%	20%	0.2%	-16%	-4%
COc1ccc(/C=N/N=C2/C(=O)Nc3ccccc32)cc1O	1%	20%	2.9%	3%	-1%
CCC(CC)C(=O)c1c[nH]c(C(=O)NCc2cccs2)c1	-2%	7%	1.4%	7%	-1%
C=CCn1c(CCCNC(=O)CCC)nc2ccccc21	1%	2%	i	-11%	-8%
COc1ccc(C2CC(=O)C(C=NCCN3CCOCC3)=C(O)C2)cc1 (stereo unspecified)	4%	15%	0.7%	5%	2%	inhibitors of VEEV 10K pilot screen=0.2
O=C(N[C@@H](Cc1ccccc1)C(=O)N1CCN(S(=O)(=O)c2cccc(F)c2)CC1)c1ccco1	-14%	26%	4.7%	·	-3%
CCOC(=O)CCc1c(C)nc(SCCN2CCCC2)c(C#N)c1C	0%	57%	4.5%	8%	62%
CCOC(=O)N/N=C1\CCc2ccccc21	-8%	?	1.6%	2%	-1%
Cc1nc(SC(C(N)=O)c2ccccc2)c(C#N)c(C)c1C (stereo unspecified)	·	-6%	0.1%	3%	-4%
COc1cccc(OCC(=O)Nc2c3c(nn2-c2ccccc2)CS(=O)(=O)C3)c1	8%	2%	3.9%	-2%	4%
Cc1ccc(-c2nn(C(C)(C)C)c3ncnc(NS(=O)(=O)c4ccc([N+](=O)[O-])cc4)c23)cc1	10%	-7%	5.1%	-1%	?

Overlap with the part before: 2 compounds; new compounds follow.
SMILES	H1N1 NS1A inhibition	tuberculosis growth	inhibitors of VEEV	Salmonella PhoP GFP	H37Rv inhibition	others
COc1cccc(OCC(=O)Nc2c3c(nn2-c2ccccc2)CS(=O)(=O)C3)c1	8%	2%	3.9%	-2%	4%
Cc1ccc(-c2nn(C(C)(C)C)c3ncnc(NS(=O)(=O)c4ccc([N+](=O)[O-])cc4)c23)cc1	10%	-7%	5.1%	-1%	?
NC(=O)c1ccc(N=Cc2ccc([N+](=O)[O-])s2)cc1	8%	i	0.1%	2%	13µM*
Cc1ccc(S(=O)(=O)N2[C@@H](c3ccc(Br)cc3)C(C(=O)O)=CC[C@H]2c2cccc(C)c2)cc1	-7%	35%	2.3%	·	1%
COC(=O)COc1ccc(/C=C2/NC(=O)N(CC(=O)OC)C2=O)cc1	-5%	9%	0.2%	-7%	1%
CC(=O)Nc1ccc(NC(=O)CCn2c(=O)oc3ccccc32)cc1	8%	0%	0.9%	10%	4%
Cc1ccc(CN2CC(C(=O)NNC(=O)c3ccc(F)cc3)CC2=O)cc1 (stereo unspecified)	-7%	2%	i	·	4%
O=C(NCCc1c[nH]c2ccccc12)C1CCC(=O)N(CCc2cccc(F)c2)C1 (stereo unspecified)	28%	-7%	0.8%	-3%	0%
CCN(CC(=O)NCc1cccs1)C(=O)c1cccc(S(=O)(=O)Nc2ccc(C)cc2)c1	-6%	-2%	3.5%	-5%	-3%
COc1ccc(Cl)cc1NC(=O)N1CCN(S(C)(=O)=O)CC1	-5%	-15%	i	-1%	-8%
c1ccc2c(c1)nc1n2CC2CON(C3CCCCC3)C12 (stereo unspecified)	9%	2%	0.2%	-1%	-3%
N=C1SC(c2ccccc2)C(=O)N1c1ncc(Cc2ccccc2Cl)s1 (stereo unspecified)	-4%	?	0.7%	-5%	4%
Cc1ccc(NC(=O)c2ncn(CC(=O)N[C@H](CO)Cc3c[nH]c4ccccc34)n2)cc1C	-6%	·	0.4%	·	·
COc1ccc(C(C[N+](=O)[O-])c2c(C)cc3ccccn23)c(OC)c1 (stereo unspecified)	4%	72%	4.3%	3%	?
O=C(COC(=O)c1ccc([N+](=O)[O-])o1)NCCCc1ccccc1	-5%	·	i	·	?
COc1ccc(S(=O)(=O)N2CCOCC2)cc1NC(=O)c1cccc(-n2cccc2)c1	-11%	-6%	0.6%	3%	-5%
CC(=O)Nc1cccc(C(=O)OCC(=O)NNC(=O)c2ccc([N+](=O)[O-])cc2)c1	0%	-14%	0.1%	2%	-6%
Cc1c(C(=O)c2ccc(Cl)c(Cl)c2)cnc2cc3c(cc12)OCO3	0%	35%	2.8%	4%	-1%
CCOC(=O)C1CCN(C(=O)CN2C(=O)c3cccnc3Oc3ccc(C)cc32)CC1	-1%	-10%	0.2%	2%	4%
O=S(=O)(c1ccc(Oc2ccc(Cl)cc2)c(S(=O)(=O)N2CCCCC2)c1)N1CCCCC1	-9%	1%	i	0%	-1%
CCCN(CC(=O)Nc1ccc(F)c(F)c1F)C(=O)C1CC(=O)N(Cc2ccccc2)C1 (stereo unspecified)	-4%	-1%	5.9%	3%	-8%
COc1ccc(-c2nc3ccc(C)cn3c2NCc2ccc3c(c2)OCO3)cc1	-4%	69%	1.9%	0%	13%
COc1ccc(C(C)NC(=O)Nc2ccc(C(C)=O)cc2)cc1OC (stereo unspecified)	-4%	6%	2.3%	-6%	4%
CSc1ccc(Cl)c(C(=O)N2CCN(CC(=O)N3CCCC3)CC2)c1	-9%	3%	i	·	-2%
Cc1cccc(NC(=O)CCN2C(=O)c3ccccc3C2=O)c1	-21%	-7%	6.6%	-3%	4%
COc1cc(/C=C/C(=O)O)cc(S(=O)(=O)Nc2ccccc2SC)c1OC	1%	-15%	i	-2%	1%
COc1ccc(-c2noc(CN3CCN(c4ccccc4F)CC3)n2)cc1OC	-7%	12%	i	-4%	4%
COc1ccc(-c2nc(N)nc(C)c2Oc2ccccc2Br)c(O)c1	8%	18%	4.9%	4%	4%
COc1ccc(OCC(=O)N2CCN(C(=O)c3ccc(F)cc3)CC2)cc1	3%	0%	0.3%	-4%	-12%
COc1ccc(CN2CCC(N3CC(C)OC(C)C3)CC2)c(OC)c1 (stereo unspecified)	20%	-7%	3.1%	6%	1%
CCSc1ccccc1C(=O)N1CCN(c2ccccc2F)CC1	-1%	2%	1.1%	-3%	-2%
O=C(Nc1nc(-c2ccccc2)c(-c2ccccc2)s1)c1ccc(S(=O)(=O)N2CCCCC2)cc1	-6%	-15%	3.4%	-9%	10%
COC(=O)[C@H]1[C@H]2C[C@H]3c4[nH]c5ccccc5c4CCN3C[C@H]2CC[C@@H]1O	1%	1%	0.8%	11%	3%
C[C@H](CO)N1C[C@H](C)[C@@H](CN(C)S(=O)(=O)c2ccccc2)Oc2c(NS(=O)(=O)c3ccccc3)cccc2C1=O	-2%	17%	1.9%	·	-1%	inhibitors of VEEV 10K pilot screen=2.4
CCOC(=O)N1CCN(C(=O)Cn2nc(C)n3nc(-c4ccc(CC)cc4)cc3c2=O)CC1	2%	6%	i	-8%	19%
CC(/C=C1\SC(=S)N(NC(=O)c2ccncc2)C1=O)=C\c1ccccc1	-4%	60%	6.6%	-5%	-16%
COc1ccc(C)cc1-n1c(SCC(=O)NCC2CCCO2)nc2c([nH]c3ccccc32)c1=O (stereo unspecified)	-5%	9%	11%	-2%	-1%
Cc1sc(NC(=O)C2C3CCC(O3)C2C(=O)O)c(C(=O)OC(C)C)c1-c1ccc(Cl)cc1 (stereo unspecified)	3%	35%	3.5%	6%	-8%
Cc1ccccc1NC(=S)NNC(=O)c1ccco1	-12%	·	6.5%	·	·
O=C1CC(C(=O)Nc2ccccc2C(=O)O)C(c2ccccc2)O1 (stereo unspecified)	-3%	11%	0.8%	-3%	2%
Cn1c(=NC(=O)CCl)sc2ccccc21	-4%	?	?	-6%	?
CC(=O)Nc1cccc(C(=O)N/N=C/c2ccc(C)o2)c1	-4%	4%	1.4%	0%	-1%
COCOc1ccc(/C=C/C(=O)c2c(O)cc(OCOC)cc2OCOC)cc1	·	28%	·	8%	-8%
Cc1ccc(OCC(=O)NCC(=O)n2nc(C)cc2C)cc1	2%	-5%	1.0%	1%	-11%
Cc1ccc2oc(=O)n(Cc3ccccc3)c2c1	-10%	26%	0.5%	9%	1%
O=C(NN=C1CCCCCC1)c1ccc2c(c1)OCO2	-12%	36%	i	8%	20%
Cc1cccc(-c2c3c(=O)n(C)c(=O)n(C)c3c3nnc4ccccc4n23)c1	-11%	·	0.3%	·	·

5 entries from above, sorted by SMILES length, highest first.
SMILES	H1N1 NS1A inhibition	tuberculosis growth	inhibitors of VEEV	Salmonella PhoP GFP	H37Rv inhibition	others
COc1cccc(OCC(=O)Nc2c3c(nn2-c2ccccc2)CS(=O)(=O)C3)c1	8%	2%	3.9%	-2%	4%
O=C(O)c1ccc2c(c1)N(Cc1ccccc1F)C(=O)c1ccccc1S2=O (stereo unspecified)	-7%	7%	i	-8%	-1%
CC(=O)Nc1sc(N/N=C/c2ccc(O)cc2)nc1-c1ccc(C)cc1	16%	?	0.6%	17%	?
O=C(NN=C1CCCCCC1)c1ccc2c(c1)OCO2	-12%	36%	i	8%	20%
Cc1ccccc1NC(=S)NNC(=O)c1ccco1	-12%	·	6.5%	·	·

Screening results (PubChem)
